RTF Ca sens act – increases calcium sensitivity of human cardiac regulated thin filaments | 340,000 tested, 0.24% active | P19429+P45379 | activation, % at 7.2 µM | IANBD-labeled TnC RTF fluorescence at EC20 calcium; 0% EC20 calcium, 100% full calcium;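 active means activation above the mean over all tested compounds plus 3 SD, cut at about 30% in these data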;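 further: rise in fluorescence read as greater calcium sensitivity of cardiac thin filaments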
Rtt109 HAT inh – blocks Candida albicans Rtt109/Vps75 acetyltransferase activity. Q5AAJ8. 330,000 tested, 0.16% active. AID 540336. purified Rtt109/Vps75, ThioGlo CoA-SH fluorescence, 4 h. inhibition, % at 34.9 µM;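 active means inhibition of at least 50% in every replicate; inconclusive means best replicate reaches 50% inhibition but some replicates fall short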
Target sequence (Q5AAJ8 whole entry, looked up): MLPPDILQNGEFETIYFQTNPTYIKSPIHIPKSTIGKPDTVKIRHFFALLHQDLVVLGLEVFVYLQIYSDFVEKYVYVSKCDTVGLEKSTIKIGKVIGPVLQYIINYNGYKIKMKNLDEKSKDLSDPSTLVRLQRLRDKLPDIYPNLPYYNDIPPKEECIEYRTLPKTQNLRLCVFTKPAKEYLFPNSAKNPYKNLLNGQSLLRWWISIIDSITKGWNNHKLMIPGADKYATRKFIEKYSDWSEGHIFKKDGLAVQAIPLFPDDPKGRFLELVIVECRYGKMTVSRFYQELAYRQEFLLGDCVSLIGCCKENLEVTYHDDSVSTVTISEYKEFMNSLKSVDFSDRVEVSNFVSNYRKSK
CAL PDZ FP-1 – CAL PDZ (human) peptide binding inhibition; Q9HD26; purified CAL PDZ, TMR-peptide fluorescence polarization, 1 h; inhibition, % at 24.9 µM; 300,000 tested, 0.92% active; AID 602252;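 active means mean inhibition of at least 30% with at least half of replicates also reaching 30%; inconclusive means no clear call, values can overlap the other calls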;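 further: 0% = DMSO neutral control and 100% = excess unlabeled competitor peptide PRC23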
MITF TRPM1 HTS – increases MITF-driven TRPM1 promoter luciferase signal | SK-MEL-5 TRPM1-promoter luciferase, 24 h; % of positive control, neutral wells = 0 | activation, % at 12.5 µM | 300,000 tested, 0.75% active | AID 588334;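 active means mean activation of at least 80% with every replicate also reaching 80%; inconclusive means mean reaches 80% but some replicate falls short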;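 further: 0% = neutral control wells and 100% = parthenolide positive control wells; values of inactives mirror those of a sister screen read the other way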
CAL PDZ FP-2 – inhibitors of human CAL PDZ peptide binding. purified CAL PDZ, TMR-peptide fluorescence polarization, 1 h. inhibition, % at 20 µM. 330,000 tested, 0.02% active. AID 504414;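 active means highest replicate inhibition of at least 40%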;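 further: plate controls were DMSO neutral control wells for no effect and unlabeled competitor peptide control wells for full effect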
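material = purified tagged CAL PDZ domain construct (CerCALP) | buffer or medium = sodium phosphate/NaCl buffer pH 7.4 with TCEP, IgG, Thesit | reagent = TMR-labelled reporter peptide T*-PRC34 bound in PDZ groove | incubation = 1 h room-temperature incubation prior to read | measured by = fluorescence polarization (mP) | evaluation = percent inhibition from loss of millipolarization | control set = unlabelled peptide and DMSO controls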
Tat export inh – blocks Tat-dependent protein export in E. coli; 340,000 tested, 0.036% active; inhibition, % at 10 µM; E. coli MC4100 TorA-mCherry Tat export, fluorescence;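 active means mean replicate inhibition at least 50% and at least half of replicates individually reaching 50%; inconclusive means only one of the two criteria met; inactive means neither criterion met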;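 further: exported cargo escapes ClpAP degradation while cytoplasmic cargo is degraded and loses fluorescence; 0% = median of neutral control wells and 100% = median of NaSCN control wells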
Wnt bcat act – activates Wnt/beta-catenin signaling in a reporter cell assay; activation, % at 9.35 µM; 300,000 tested, 1.2% active; activator, plate reader; in the data active means activation above about 30%, passing the limit was not always enough; inconclusive means no clear call, values can overlap the other calls;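 further: 0% = neutral control wells and 100% = positive control wells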
dFosB activator – enhances mouse delta FosB homodimer DNA binding. AID 493131. activation, % at 25 µM. 340,000 tested, 0.99% active. purified delta FosB, TAMRA-CDK5 oligo fluorescence polarization; percent of positive-control signal above neutral wells. P13346;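 active means mean activation above about 17%, with every replicate also reaching it, limit read from the data, passing the limit was not always enough; inconclusive means only one of the two conditions met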;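 further: fluorescence polarization rise as delta FosB binds a TAMRA Cdk5 AP-1 oligo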
Target sequence (P13346 whole entry, looked up): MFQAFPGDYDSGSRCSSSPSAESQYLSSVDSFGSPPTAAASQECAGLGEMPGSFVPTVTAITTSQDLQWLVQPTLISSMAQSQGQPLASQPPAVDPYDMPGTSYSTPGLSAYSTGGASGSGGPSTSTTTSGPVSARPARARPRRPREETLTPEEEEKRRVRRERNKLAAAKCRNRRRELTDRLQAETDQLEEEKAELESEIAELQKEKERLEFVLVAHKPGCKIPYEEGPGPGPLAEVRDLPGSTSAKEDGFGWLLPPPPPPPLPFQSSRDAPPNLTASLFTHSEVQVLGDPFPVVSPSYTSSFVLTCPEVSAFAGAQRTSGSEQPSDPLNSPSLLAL
CDK5 p35 inh – inhibitors of human CDK5/p35 kinase; Q00535+Q15078; Recombinant CDK5/p35, ADP-Glo luminescence, 60 min; inhibition, % at 10 µM; 330,000 tested, 0.01% active; AID 488839;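 active means highest replicate inhibition of at least 50% and at least 75% of replicates reaching 50%; inconclusive means only one of the two criteria met; inactive means both criteria failed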;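 further: plate controls were DMSO neutral control for no effect and GW8510 at 10 µM for full effect; many of its hits are not listed in these tables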
V-ATPase pHluor – yeast V-ATPase proton transport regulation by pHLuorin. S. cerevisiae, pHLuorin cytosolic pH fluorescence. AID 504577. response, % at 10 µM. 350,000 tested, 0.37% active; in the data active means response mostly above about 7.3%, no sharp cut-off; inactive means mostly below about 5.4%; further: actives read high; inactives centre near 0; some compounds called inactive have numbers as strong as hits
* = called active by the depositor; u = inconclusive; x = no result given.

RTF Ca sens act	Rtt109 HAT inh	CAL PDZ FP-1	MITF TRPM1 HTS	CAL PDZ FP-2	Tat export inh	Wnt bcat act	dFosB activator	CDK5 p35 inh	V-ATPase pHluor	SMILES
-2	1	-3	4	-0.9	16	1	-1	-0.1	-2	CCCNC(=O)C1CCN(c2ccc(S(=O)(=O)N3CCOCC3)cc2Cl)CC1
-2	39	8	-5	-2.6	-8	-5	5	-1.2	-1	COc1ccc(/C=C/C(=O)OCC(=O)NC2CCCC(C)C2C)c(OC)c1 (stereo unspecified)
-2	-7	-2	3	-2.0	2	1	-9	-0.6	0	CN(C)CCn1c(SCc2ccccc2C#N)nc2c(sc3ccccc32)c1=O
-3	11	-9	12	0.2	-9	0	-8	0.9	0	Cc1nn(Cc2cccc(C(=O)NN)c2)c(C)c1Cl
-1	0	-1	-9	-2.0	7	-2	4	-0.8	2	O=C(CSc1nnc(CNC(=O)c2ccco2)o1)Nc1ccccc1F
4	x	-2	20	-1.5	4	x	-2	2.0	1	O=S(=O)(N/N=C\c1cn(-c2ccccc2)nc1-c1ccccc1)c1ccccc1
x	u	-5	-91	-1.5	30	x	-13	-3.4	0	CCCCCCCCCn1c2c(c(=N)c3c1CCC3)CCCC2
4	0	0	0	-1.1	5	-1	-2	0.9	-2	COc1cc(S(=O)(=O)N2CCn3cccc3C2C)ccc1NC(C)=O (stereo unspecified)
-2	14	-2	4	-0.2	-6	-3	-1	1.4	7	O=C(OCCN1C(=O)c2ccccc2C1=O)c1cnccn1
-1	-4	-3	13	-0.2	-9	-1	-3	1.1	1	COc1ccc(OC)c(C(c2nnnn2CC2CCCO2)N2CCN(C3CCCC3)CC2)c1 (stereo unspecified)
-3	-1	x	0	-2.6	-4	x	-9	-1.0	5	CCCOc1ccc(-c2nc(C#N)c(N3CCC(C(N)=O)CC3)o2)cc1
-14	-18	x	0	0.3	-4	-1	2	0.2	-2	O=C(Nc1ccc2c(c1)CCC2)c1cc(S(=O)(=O)Nc2ccc(F)cc2)c(Cl)cc1Cl
-5	8	-1	3	-0.5	-3	-3	4	-0.4	-1	CNC(=S)N/N=C(\C)c1ccc(C(C)(C)C)cc1
6	-2	-3	-1	-1.4	7	-1	-8	-0.7	-5	O=C(Nc1ccccc1)c1cccc(Cn2cc(C(F)(F)F)ccc2=O)c1
-4	-6	-2	-11	-0.7	33	0	-12	-1.5	-1	Clc1ccc(CNc2nc(N3CCOCC3)nc(N3CCOCC3)n2)cc1
8	17	-6	x	-2.2	6	-6	-3	-1.3	-1	CC(C)NS(=O)(=O)c1ccc(Oc2ncc(C(F)(F)F)cc2Cl)cc1
10	-3	0	-18	-2.3	4	-4	6	1.4	-1	CCn1c(-c2cc(OC)c(OC)c(OC)c2)n[nH]c1=S
-3	-3	6	x	-0.7	2	-1	2	-1.5	5	Cc1onc(-c2ccccc2Cl)c1C(=O)NNC(=O)c1cccc(F)c1
3	2	-3	x	-2.0	2	4	3	0.8	0	NNC(=S)Nc1c(Br)cc(F)cc1Br
-2	3	-1	0	-3.8	-5	19	5	1.2	5	CSc1ccc(/C=N/NC(=O)c2cccc(Cl)c2)cc1
-1	3	-4	-3	-2.8	0	-1	-5	-0.7	6	Cc1ccc(NC(=O)CNC(=O)COc2ccccc2)nc1
-7	-4	x	3	0.2	-8	0	1	-0.1	5	O=C(CCNC(=O)c1ccc(Br)cc1)NCCCN1CCOCC1
0	-1	-2	3	0.3	4	0	-9	-1.4	-2	Cc1ccc(CSc2nnc(-c3ccc4c(c3)OCO4)o2)cc1
-5	1	-1	5	0.0	4	-1	-6	1.2	-2	Cc1cc(C)c(C(=O)COC(=O)CN2C(=O)NC3(CCCC3)C2=O)cc1C
6	5	1	7	-1.2	-2	-4	13	1.2	0	Cc1cc(-c2csc(NC(=O)c3ccc(=O)[nH]c3)n2)c(C)n1Cc1ccccc1
-10	-2	0	10	x	6	x	0	0.0	-1	N#Cc1nc(-c2cccs2)oc1NCc1ccc(Cl)cc1
3	7	-2	x	-1.1	-6	x	-3	1.4	-2	C/C(=N/OC(=O)c1ccc(C)cc1)c1ccc(N2C(=O)C3CCCCC3C2=O)cc1 (stereo unspecified)
7	x	-2	x	-1.1	13	-3	5	-0.4	6	NS(=O)(=O)c1ccc(NC(=O)c2ccccc2C(=O)N2CCCCC2)cc1
-2	11	-4	-6	0.8	9	3	4	1.5	-2	Cc1ccc(C(=O)NCC(=O)NCc2cc(=O)n(C)c(=O)n2C)cc1
0	-5	-2	-2	-0.3	10	x	0	-0.4	4	Cn1c(Sc2ccccc2Cl)c(C=O)c2ccccc21
10	6	-9	0	-3.7	4	x	-9	0.5	2	CCc1ccc(C(=O)/C=C/c2ccc([N+](=O)[O-])o2)cc1
4	9	-20	3	0.3	1	1	5	2.4	3	COC(=O)CC(=O)O[C@H]1C=C[C@@H](NC(=O)OC(C)(C)C)C1
-1	-3	-3	3	-1.9	4	-2	-9	-3.3	-1	CCOc1ccc(OCC(=O)Nc2ccc(N3CCCCC3)cc2)cc1
1	20	x	-5	-0.8	-12	-6	-7	2.4	-3	CCN1CCN(CCC(=O)Nc2ccc(Br)cc2)CC1
-2	x	-3	22	-1.8	2	x	-3	-0.4	3	COc1ccc(NS(=O)(=O)c2cccc(NC(=O)C34CCC(CC3)C4)c2)cc1
-4	-11	-3	1	-2.0	18	3	-10	-3.0	-2	CCc1sc(C(=O)N(CCCOC)c2c(N)n(CC(C)C)c(=O)[nH]c2=O)cc1C
-4	-2	-2	x	-0.4	1	-1	-1	0.7	-4	Cc1cc(CNC(=O)[C@H](C)[C@@H]2C[C@@]2(C)[C@@H](NC(=O)OCc2ccccc2)c2ccccc2)nn1C
-1	4	4	3	-0.5	-8	-6	-1	-1.3	-3	OCCC1CN(Cc2ccncc2)CCN1C1CCCC1 (stereo unspecified)
3	4	-2	8	1.2	17	3	-1	0.7	3	O=C(COC(=O)/C=C/c1cccc(F)c1)NC1CC1
1	2	0	1	-3.4	-11	-1	-5	-1.6	3	CCOC(=O)C(C)Sc1nnc2n1C(C)(C)Cc1ccccc1-2 (stereo unspecified)
9	3	-3	-3	0.4	-9	-2	-3	-3.9	-1	COc1ccc(/C=N/Nc2nnc(Cc3ccc(OC)c(OC)c3)c(=O)[nH]2)cc1OC
0	-1	-1	5	-0.5	-3	x	-12	-0.2	2	CCOC(=O)C/C(C)=N/NC(=O)CN(c1ccc(Br)cc1)S(=O)(=O)c1ccccc1
-4	1	0	-5	-0.2	-7	0	-2	-1.3	0	CCc1nnc(NS(=O)(=O)c2ccc(Nc3ccc4nonc4c3[N+](=O)[O-])cc2)s1
4	1	x	15	-0.9	-2	-1	0	1.1	-2	CC(=O)NCCC(=O)Nc1nc(-c2cccs2)c(-c2cccs2)s1
-1	-5	3	2	-2.1	4	3	-20	0.4	5	COc1ccc([C@H]2CC(=O)C=C(c3ccc4ncccc4c3)C2)cc1OC
3	9	x	-5	-1.7	22	0	-14	-8.3	2	O=C(NCC1CCCO1)c1cn(-c2ccccc2)nc1-c1ccccc1 (stereo unspecified)
2	-4	-2	43	-1.3	3	13	2	-2.4	-3	Cc1cc(/C=C2\C(=O)NN(c3ccccc3)C2=O)c(C)n1-c1ccccc1O
-4	1	x	-8	-2.5	14	x	-1	2.0	1	Cc1cc(C)c(S(=O)(=O)c2ccccc2C)c(OCC(C)(C)C)n1
-1	10	-1	28	-1.9	-1	1	-8	-0.8	-4	O=C(Nc1cccc(OC(F)(F)F)c1)c1ccc(Br)o1
6	-1	-1	7	-2.9	-6	1	-1	0.4	1	Cc1ccc(-c2cc(C(=O)Nc3ccc(S(=O)(=O)Nc4ncccn4)cc3)c3ccccc3n2)cc1
-5	16	-5	11	-2.1	-3	1	1	-1.0	2	CC1(C)Oc2ccc(C(=O)NNC(=O)Nc3ccccc3)cc2NC1=O
-2	-7	x	-1	0.0	2	-2	-2	0.0	-1	Cc1ccnc(NS(=O)(=O)c2ccc(NC(=O)c3ccccc3F)cc2)n1
-2	8	0	24	-3.0	-2	-1	10	1.8	0	O=C(COC(=O)/C=C/c1ccc([N+](=O)[O-])cc1)NC(c1ccccc1)c1ccccc1
-6	-9	-4	6	-0.8	9	2	13	0.5	1	COc1cccc(NC(=O)C(Sc2nnc(-c3ccncc3)n2-c2ccc(Cl)cc2)c2ccccc2)c1 (stereo unspecified)
x	31	-10	-72	0.7	-16	-19	-7	-2.2	0	Cc1cc(/C=C2\Sc3ccccc3N2C)cc(C)[n+]1CC1CCCO1 (stereo unspecified)
2	0	-2	5	0.0	5	-2	-2	3.5	-2	Cc1cc(C)n(CCCNC(=O)CN(C)S(=O)(=O)c2ccc(Cl)cc2)n1
x	-11	3	3	0.2	-3	-3	-1	-1.4	-6	CCC(c1nnnn1C1CCCC1)N1CCN(c2cccc(OC)c2)CC1 (stereo unspecified)
6	x	-6	2	-4.8	0	x	-8	1.1	4	CC1=C(C(=O)OC(C)C)C(C2CC=CCC2)NC(=O)N1 (stereo unspecified)
-7	29	6	23	-1.2	4	0	1	-0.2	11	CCCC(NS(=O)(=O)c1ccc(-c2ccc(=O)[nH]n2)s1)c1cccs1 (stereo unspecified)

Rows are unselected, and some 4.1% of all compounds hit somewhere here.
